MITF inh = MITF inhibitors, primary screen, biochemical, AlphaScreen, human. 650,000 compounds, 0.91% hits. Microphthalmia-associated transcription factor (Homo sapiens), O75030. inhibition, % at 2.6 µM. AID 1259374, 2018. AlphaScreen MITF homodimerization, bead proximity signal; in the data active means inhibition above about 50%;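 further: 0% = vehicle wells with protein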
Target sequence (O75030 whole entry, looked up): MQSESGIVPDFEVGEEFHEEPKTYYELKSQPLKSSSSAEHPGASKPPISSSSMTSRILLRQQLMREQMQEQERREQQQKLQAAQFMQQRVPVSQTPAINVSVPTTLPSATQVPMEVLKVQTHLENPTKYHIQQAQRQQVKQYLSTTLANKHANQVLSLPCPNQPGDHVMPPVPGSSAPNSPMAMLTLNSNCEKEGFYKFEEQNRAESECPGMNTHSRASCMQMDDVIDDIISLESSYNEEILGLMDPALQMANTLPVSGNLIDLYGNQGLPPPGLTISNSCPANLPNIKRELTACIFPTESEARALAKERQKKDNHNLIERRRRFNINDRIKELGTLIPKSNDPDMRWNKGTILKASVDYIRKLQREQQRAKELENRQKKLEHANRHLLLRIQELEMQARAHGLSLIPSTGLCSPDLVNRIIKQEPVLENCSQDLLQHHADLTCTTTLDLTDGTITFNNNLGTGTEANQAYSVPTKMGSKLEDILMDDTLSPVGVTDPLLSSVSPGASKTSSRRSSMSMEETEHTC
FBW7 act = FBW7 E3 ligase activators, primary screen, biochemical, AlphaScreen, human. 650,000 compounds, 0.13% hits. AlphaScreen FBW7–phospho-cyclin E peptide binding, activator screen. normalized activity (activation), % at 26.1 µM. F-box/WD repeat-containing protein 7 (Homo sapiens), Q969H0; in the data active means normalized activity above about 1.9%;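 further: purified mutant Fbw7 with reduced substrate affinity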
GPR151 activ = activators of human GPR151, primary screen, cell-based, PathHunter beta-arrestin, luminescence; AID 1508602, 2020; activation, % at 11.2 µM; G-protein coupled receptor 151 (Homo sapiens), Q8TDV0; PathHunter beta-arrestin GPR151 cells; 650,000 compounds, 1% hits; in the data active means activation above about 4.9%;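 further: 0% = median of compound wells and 100% = cells with positive control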
Target sequence (Q8TDV0 whole entry, looked up): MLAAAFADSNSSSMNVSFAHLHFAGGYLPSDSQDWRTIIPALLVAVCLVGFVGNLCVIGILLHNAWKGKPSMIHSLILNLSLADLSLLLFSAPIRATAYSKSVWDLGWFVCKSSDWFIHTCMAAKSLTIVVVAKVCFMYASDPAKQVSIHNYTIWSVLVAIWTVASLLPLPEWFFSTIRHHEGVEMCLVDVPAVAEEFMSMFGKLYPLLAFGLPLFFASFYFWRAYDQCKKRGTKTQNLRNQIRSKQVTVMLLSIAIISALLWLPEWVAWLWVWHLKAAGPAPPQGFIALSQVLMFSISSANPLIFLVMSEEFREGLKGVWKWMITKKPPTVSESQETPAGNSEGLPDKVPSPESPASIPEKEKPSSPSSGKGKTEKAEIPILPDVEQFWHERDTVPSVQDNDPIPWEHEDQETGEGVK
TEAD-YAP block = TEAD-YAP interaction inhibition, primary screen, TEAD-YAP interaction inhibitor project, luminescence, HEK-TIYL cells. inhibition, % at 9.12 µM. AID 1259422, 2018. TEAD-Gal4/YAP UAS-luciferase luminescence. 640,000 compounds, 1.4% hits; in the data active means inhibition above about 32%;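 further: 0% = median of test compound wells and 100% = reference inhibitor wells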
* marks the source's active call; other numbers are inactive results; . = not tested or not shown.

SMILES | MITF inh | FBW7 act | GPR151 activ | TEAD-YAP block
COc1ccccc1-c1cnn2c(N(C)Cc3ccccc3)ccnc12 | 1 | -0.1 | 4.0 | 2
C=CCn1c(=O)c(C(=O)Nc2ccccc2Br)c(O)c2ccccc21 | -3 | -0.1 | -0.5 | -10
CC(=O)O[C@H]1C[C@@H]2CC[C@@H]3[C@H](CC[C@@]4(C)[C@H]3C[C@H]([N+]3(C)CCCCC3)[C@@H]4OC(C)=O)[C@@]2(C)C[C@@H]1N1CCCCC1 | -3 | -0.1 | 2.1 | .
COCCn1nnnc1CN(Cc1cc2ccc(OC)cc2[nH]c1=O)C1CCCCC1 | -6 | 0.0 | -0.4 | 0
O=C(CCN1CCCC1)Nc1ccccc1Cl | 3 | -0.3 | 1.6 | 7
COC1CCN(C(=O)C2CC(Cc3cccc4ccccc34)=NO2)CC1 (configuration not stated) | 8 | 0.6 | -1.4 | -55
COc1ccc(-n2cc(C(=O)N(C)C3CCCCC3)c3ccccc3c2=O)cc1 | 13 | 0.1 | -1.2 | -9
COc1ccccc1CN1CCNC(=O)C1CC(=O)NC1(c2ccccc2)CC1 (configuration not stated) | 1 | 0.0 | -0.2 | -11
O=C(CNc1ccc(C(F)(F)F)cc1[N+](=O)[O-])OCC(=O)c1ccc[nH]1 | 8 | 0.3 | -1.6 | -1
Cc1nc(N)sc1C(=O)N/N=C/c1c(Cl)cccc1Cl | 4 | -0.1 | -0.3 | -4
COc1ccc(CCNC(=O)CCc2cc(OC)c(OC)c(OC)c2)cc1OC | 5 | -0.2 | -0.4 | 3
O=S(=O)(Cc1ccccc1Cl)NCCN1CCOCC1 | -1 | 0.5 | -0.7 | 3
O=C(CCN1C(=O)c2ccccc2C1=O)NNC(=O)COc1ccc(Cl)cc1 | 5 | 0.0 | -0.7 | 7
COc1ccc(C2c3c(oc4ccc(C)cc4c3=O)C(=O)N2c2nccs2)cc1OC (configuration not stated) | 5 | -0.1 | 0.2 | -2
COc1ccc2c(c1)sc1ncc(C(=O)NC3CC3)c(=O)n12 | 7 | 0.2 | 0.8 | -10
COc1cccc(NC(=O)C(=O)NCCc2csc(-c3ccc(C)cc3)n2)c1 | 4 | 0.2 | 0.2 | -67
Cc1cc(C)n(-c2cccc(CN3CCC(CCC(=O)NC4CC4)CC3)c2)n1 | 15 | 0.1 | -0.3 | -11
COc1ccc(CNc2nccn3c(-c4cccc(NC(C)=O)c4)cnc23)cc1 | 9 | -0.4 | 1.2 | -12
COCCn1c(NC(C)=O)c(C#N)c2nc3ccccc3nc21 | -5 | -0.1 | -0.5 | 2
CCSc1nc2c(c(=O)n1-c1ccc(F)cc1)SCC2 | 16 | 0.0 | -1.1 | -7
C=CCOC(=O)C1=C(C)Nc2ncnn2C1c1cccnc1 (configuration not stated) | -15 | 0.0 | 1.9 | 2
CC(=O)Nc1sc2c(c1C(=O)Nc1ccc(C)cc1C)CCC(C(C)(C)C)C2 (configuration not stated) | -7 | 0.1 | 0.4 | -8
O=C(CCC1CCCN(C(=O)CCOc2ccccc2)C1)NCc1ccc(F)c(F)c1 (configuration not stated) | -3 | -0.1 | -0.8 | 11
CCOC(=O)CCN1CCc2nc(C)nc(N3CCCC3)c2C1 | 3 | -0.3 | 0.0 | 8
COc1cc2c(cc1OC)C(c1ccccc1)N(C(=O)CSCC(=O)O)CC2 (configuration not stated) | 14 | 0.6 | 1.4 | 2

Part of the list above in another layout:
| compound | MITF inh | FBW7 act | GPR151 activ | TEAD-YAP block |
| --- | --- | --- | --- | --- |
| CC(=O)Nc1sc2c(c1C(=O)Nc1ccc(C)cc1C)CCC(C(C)(C)C)C2 (configuration not stated) | -7 | 0.1 | 0.4 | -8 |
| O=S(=O)(Cc1ccccc1Cl)NCCN1CCOCC1 | -1 | 0.5 | -0.7 | 3 |
| COc1ccccc1CN1CCNC(=O)C1CC(=O)NC1(c2ccccc2)CC1 (configuration not stated) | 1 | 0.0 | -0.2 | -11 |

(further entries)
SMILES | MITF inh | FBW7 act | GPR151 activ | TEAD-YAP block
Cc1ccc(S(=O)(=O)Nc2nc(C)c(C(=O)Nc3ccccc3)s2)cc1 | -8 | 0.1 | -0.1 | 2
O=C(Nc1nc2ccccc2n1CCOc1ccccc1)c1ccccc1Cl | -3 | -0.1 | 3.5 | -38
CC(=O)NCc1ccc(-c2csc(N)n2)cc1 | -5 | 0.3 | 1.6 | 13
N#CC1=C(N)N(c2ccccc2)C2=C(C(=O)CCC2)C1c1ccccc1 (configuration not stated) | 6 | -0.1 | -0.8 | -3
O=S(=O)(c1ccc2oc(=S)[nH]c2c1)N1CCCCC1 | 16 | 0.1 | -0.5 | 1
COc1ccccc1CC1(C)C(=O)Nc2cccc(Cl)c21 (configuration not stated) | -4 | -0.1 | 0.2 | 1
CCC(Oc1ccccc1)C(=O)Nc1ccc(I)cc1 (configuration not stated) | -3 | -0.2 | -0.4 | -2
COc1ccc(OCCC(=O)OCC(=O)c2ccc(OC(F)F)cc2)cc1 | 11 | 0.1 | -0.3 | 9
Cc1cc(/C=C2/NC(=O)N(Cc3ccc(Cl)cc3)C2=O)c(C)n1-c1ccccc1 | 9 | 0.1 | -0.6 | 3
COc1ccc(-c2cc(C(=O)Nc3cc(C)ccc3O)no2)cc1 | 11 | 0.1 | -0.6 | -4
COC1CCC(C(=O)Nc2nc(-c3ccc4c(c3)CC(C)N4C(C)=O)c(C)s2)CC1 (configuration not stated) | 6 | 0.2 | 0.7 | -16
CCOC(=O)[C@@H](CCc1ccccc1)N[C@@H](C)C(=O)N1CCC[C@H]1C(=O)O | 22 | 0.3 | 1.7 | .
Cc1cc(C)c(NC(=O)CNC(C)(C)C)c(C)c1 | -4 | 0.1 | 0.1 | 1
COc1ccc(Nc2nc(-c3ccc(F)cc3)cs2)cc1 | 3 | 0.0 | 0.6 | 3
O=C(NCC(c1ccco1)N1CCc2ccccc21)C1CCCCC1 (configuration not stated) | 2 | 0.0 | 1.0 | -8
O=C(CCC(=O)NCCc1cccc(Cl)c1)NCCc1cccc(Cl)c1 | -5 | 0.0 | 1.2 | 5
Cc1nc(NC(=O)C23CCC(C)(C(=O)C2)C3(C)C)sc1C (configuration not stated) | 11 | -0.1 | -1.8 | 2
COc1cccc(-n2cnc3cccc(N)c32)c1 | 1 | -0.2 | 2.5 | -2
CNC(=O)CSc1nnc(CNC(=O)c2ccc(C(C)(C)C)cc2)o1 | -4 | -0.4 | 1.5 | -4
CCOC(=O)C1=C(C)N=c2s/c(=C\c3c(OC)ccc4ccccc34)c(=O)n2C1c1ccccc1 (configuration not stated) | 1 | 0.0 | -0.2 | 0
O=[N+]([O-])c1c(NCCCO)cc(Nc2ccc3c(c2)OCO3)c2nonc12 | 2 | -0.1 | 0.4 | -3
O=C(CCNS(=O)(=O)c1ccc2[nH]c(=O)ccc2c1)Nc1nccs1 | -1 | 1.0 | -1.8 | 6
O=C1CCCN1CCCNc1nccc(NC2CC2)n1 | -11 | 0.1 | 5.5* | -10
Clc1ccc(-c2noc(CN3CCN(c4ccccn4)CC3)n2)cc1 | -7 | -0.1 | 1.6 | 1
CC(C)CN1C(=O)c2cccc3cc([N+](=O)[O-])cc(c23)C1=O | 1 | 0.0 | -0.4 | 3

(listing goes on)
SMILES | MITF inh | FBW7 act | GPR151 activ | TEAD-YAP block
Cc1cc([N+](=O)[O-])ccc1NC(=O)CSc1nnc(-c2ccc(O)cc2)n1C | 12 | 0.4 | -0.8 | 9
CCOC(=O)C1=CN(c2ccc(F)cc2)C=C(C(=O)OCC)C1c1cc(OC)c(OC)c(OC)c1 | 6 | 0.0 | 1.4 | 15
COc1ccc(C2C=C(c3ccco3)Nc3ncnn32)cc1 (configuration not stated) | 3 | -0.1 | 0.6 | -12
O=C(NCC1COc2ccccc2O1)C1CCCN1C(=O)OCc1ccccc1 (configuration not stated) | 19 | 0.2 | 0.4 | -4
Cc1noc(NS(=O)(=O)c2ccc(N/C=C/C(=O)c3ccc(Cl)c(Cl)c3)cc2)c1C | 10 | 0.2 | 0.0 | 4
CCOC(=O)c1sc(NC(=O)COc2ccccc2OC)nc1C | -4 | -0.1 | 1.3 | 0
CC(=O)c1ccc(NC(=O)C2CCCCC2)cc1 | -9 | 0.0 | 0.5 | -4
COC(=O)c1sc2ccccc2c1NC(=O)c1ccc(S(=O)(=O)N2CCc3ccccc32)cc1 | 0 | -0.2 | -0.3 | -7
CCOC(=O)N1CCN(c2cc(=O)n(C)c(=O)n2Cc2cc(C)cc(C)c2)CC1 | 4 | -0.1 | -0.1 | -6
C/C=C/C=C/C(=O)NNc1ccc(S(=O)(=O)Nc2ccccc2OC)cc1[N+](=O)[O-] | 8 | 0.0 | -0.1 | -1
CC(C)[C@H](NC(=O)c1ccccc1)C(=O)NC1CCCCC1 | -5 | 0.0 | -0.4 | -5
CC(=O)c1ccc(COC(=O)CCc2nc3ccccc3[nH]c2=O)cc1 | -25 | 0.2 | -2.5 | -5
COc1ccc(N2C(=O)NC3CC2(C)Oc2ccc([N+](=O)[O-])cc23)cc1Cl (configuration not stated) | 8 | 0.0 | -0.8 | 18
CC(NC(=O)c1cc(-c2ccccn2)nc2ccc(Br)cc12)C1CCCO1 (configuration not stated) | -5 | 0.5 | 2.0 | 6
CCCOC(=O)COc1ccc2c(-c3ccccc3)cc(=O)oc2c1 | -2 | 0.5 | -0.7 | 5
CCN=C1SC(C(=O)Nc2ccc(Cl)cc2)CC(=O)N1CC (configuration not stated) | 2 | 0.0 | 0.6 | 0
CC(C)N1CCCC(C(=O)Nc2ccc(-c3nc4ccccc4[nH]3)cc2)C1 (configuration not stated) | 1 | 0.0 | 0.0 | 1
CCCN1C(=O)/C(=C/c2c(N3CCOCC3)nc3ccc(C)cn3c2=O)SC1=S | 24 | 0.0 | 1.1 | 5
Cc1cccc(CN2CCN(Cc3nc(C(C)C)cs3)CC2CCO)n1 (configuration not stated) | -7 | 0.0 | 3.1 | -1
Cc1ccc(-n2[nH]c(C)c(C=Nc3ccc(-c4ccc(N)cc4)cc3)c2=O)cc1 | 6 | 0.5 | -1.2 | -10
CC1=C(C(=O)Nc2ccc(C)cc2)C(c2ccc(Cl)cc2Cl)NC(=O)N1 (configuration not stated) | 2 | 0.0 | 1.0 | 7
O=C(O)CCN1C(=O)C2C3c4ccccc4C(Br)(c4ccccc43)C2C1=O (configuration not stated) | -7 | 0.1 | -0.1 | -1
CCOC(=O)C1CCC(CN(CC(C)C)S(=O)(=O)c2ccc([N+](=O)[O-])cc2)CC1 (configuration not stated) | 5 | -0.1 | 3.3 | 0
COc1ccc(CCNC(=O)CCCCCn2c(SCC(=O)OCc3ccccc3)nc3ccsc3c2=O)cc1OC | 23 | 0.2 | -1.9 | 11
CCOc1cc(C(=O)NCCc2cc3c(C)ccc(C)c3[nH]c2=O)cc(OCC)c1OCC | -5 | 0.2 | 0.4 | 4

New compounds follow
SMILES | MITF inh | FBW7 act | GPR151 activ | TEAD-YAP block
N#C/C(=C\c1c(Oc2ccc(Br)cc2)nc2ccccn2c1=O)C(N)=O | 0 | 0.5 | -8.3 | -5
Cc1ccc(N2C(=O)NC(=O)/C(=C\c3cn(CC#N)c4ccccc34)C2=O)cc1 | 3 | 0.0 | 0.2 | 6
O=C(NCc1ccccc1)c1cc2nc(-c3ccc(Cl)cc3)cc(C(F)(F)F)n2n1 | -2 | -0.2 | -1.6 | -8
Cc1n[nH]c(C)c1Sc1nnc(C(F)(F)F)n1C | 0 | -0.3 | -0.8 | 3
O=C(N/N=C1/CCSC1)c1cnn(-c2ccccc2)c1C(F)(F)F | 8 | 0.1 | 0.2 | 3
O=C(O)CC(Cc1ccc(Cl)cc1)C(=O)Nc1ccc(I)cc1 (configuration not stated) | 2 | 0.4 | 0.7 | 17
CCOC(=O)c1sc2nc(SCC(=O)NCc3ccccc3Cl)n(CCC3=CCCCC3)c(=O)c2c1C | 8 | 0.1 | 0.6 | 7
COc1cc(-c2nc3cnccn3c2N)ccc1O | 5 | 0.1 | -0.8 | -2
COc1cccc(NC(=O)CSc2ccccc2N)c1 | 9 | -0.1 | 0.6 | -4

Grouped by structure, the entries above containing an NH in an aromatic ring.
SMILES | MITF inh | FBW7 act | GPR151 activ | TEAD-YAP block
COCCn1nnnc1CN(Cc1cc2ccc(OC)cc2[nH]c1=O)C1CCCCC1 | -6 | 0.0 | -0.4 | 0
O=C(CNc1ccc(C(F)(F)F)cc1[N+](=O)[O-])OCC(=O)c1ccc[nH]1 | 8 | 0.3 | -1.6 | -1
O=S(=O)(c1ccc2oc(=S)[nH]c2c1)N1CCCCC1 | 16 | 0.1 | -0.5 | 1
O=C(CCNS(=O)(=O)c1ccc2[nH]c(=O)ccc2c1)Nc1nccs1 | -1 | 1.0 | -1.8 | 6
CC(=O)c1ccc(COC(=O)CCc2nc3ccccc3[nH]c2=O)cc1 | -25 | 0.2 | -2.5 | -5
CC(C)N1CCCC(C(=O)Nc2ccc(-c3nc4ccccc4[nH]3)cc2)C1 (configuration not stated) | 1 | 0.0 | 0.0 | 1
Cc1ccc(-n2[nH]c(C)c(C=Nc3ccc(-c4ccc(N)cc4)cc3)c2=O)cc1 | 6 | 0.5 | -1.2 | -10
CCOc1cc(C(=O)NCCc2cc3c(C)ccc(C)c3[nH]c2=O)cc(OCC)c1OCC | -5 | 0.2 | 0.4 | 4
Cc1n[nH]c(C)c1Sc1nnc(C(F)(F)F)n1C | 0 | -0.3 | -0.8 | 3
